RmlC RmlD mix: RmlC and RmlD coupled enzyme inhibitors, primary screen, biochemical, 384-well, compound mixtures, retest; RmlC/RmlD coupled enzyme inhibition, 384-well mixture HTS; inhibition, % at 5.5 µM; actives 0.39% (n = 110,000); AID 1532, 2009; in the data active means inhibition above about 30%, passing the limit was not always enough; inconclusive means no clear call, values can overlap the other calls; further: strong numbers were not always called active
HIV RNase H inh: HIV-1 RT RNase H inhibitors, primary screen, biochemical, fluorescence. Gag-Pol polyprotein (Human immunodeficiency virus type 1 group M subtype B (isolate …. RT-RNase H RNA/DNA duplex cleavage. inhibition, % at 10 µM. actives 1.9% (n = 65,000). AID 565, 2006; in the data active means inhibition above about 50%
Starred values were filed as active, the others as inactive; ? = inconclusive; nt = no result given. An excerpt (hit frequency here may not be typical).

SMILES | RmlC RmlD mix | HIV RNase H inh
O=C(c1ccc(Br)cc1)C1CCc2occc2C1=O (centres undefined) | -10 | 2
CCOC(=O)N1CCC(N2CCN(S(=O)(=O)CC)CC2)CC1 | nt | -1
Cc1cccc(Cn2cnc3c(nnn3Cc3ccccc3F)c2=O)c1 | -38 | -83
O=C(Nc1ccccc1C(=O)N1CCCCC1)C1CCCCC1 | 2 | -6
Cc1ccc(NC(=O)C2CCN(S(=O)(=O)c3ccc(F)cc3)CC2)cc1 | -13 | nt
Cc1ccnc(N2C(=O)c3cccc4c([N+](=O)[O-])ccc(c34)C2=O)c1 | 3 | nt
O=C1c2ccccc2C(=O)N1CCN1CCOCC1 | 4 | -5
COc1ccccc1C1NC(=O)NC(C)=C1C(C)=O (centres undefined) | 8 | -1
Cc1ccc(S(=O)(=O)N[C@H](C(=O)N2CCC(C(=O)NCC(=O)O)CC2)C(C)C)cc1 | nt | 0
COc1ccc(NC(=O)C2CC(=O)OC23CCOC(C)(C)C3)cc1 (centres undefined) | -13 | nt
O=C(c1ccco1)N1CCN(Cc2cccnc2)CC1 | -2 | nt
CCOC(=O)N1CCN(C(=O)COc2cc(=O)n(CC)c3ccccc23)CC1 | 0 | 2

The final 6 records of the part above open the next one:
SMILES | RmlC RmlD mix | HIV RNase H inh
O=C1c2ccccc2C(=O)N1CCN1CCOCC1 | 4 | -5
COc1ccccc1C1NC(=O)NC(C)=C1C(C)=O (centres undefined) | 8 | -1
Cc1ccc(S(=O)(=O)N[C@H](C(=O)N2CCC(C(=O)NCC(=O)O)CC2)C(C)C)cc1 | nt | 0
COc1ccc(NC(=O)C2CC(=O)OC23CCOC(C)(C)C3)cc1 (centres undefined) | -13 | nt
O=C(c1ccco1)N1CCN(Cc2cccnc2)CC1 | -2 | nt
CCOC(=O)N1CCN(C(=O)COc2cc(=O)n(CC)c3ccccc23)CC1 | 0 | 2
O=S(=O)(c1ccccc1)N1CCN(C2CCCCCCC2)CC1 | 11 | -1
CC(C)(C)OC(=O)NCc1ccc(NC(=O)c2nc[nH]c2C(=O)N[C@@H](Cc2ccccc2)C(=O)OC(C)(C)C)cc1 | 5 | nt
CN(C)CCSc1nc(N)c2c3c(sc2n1)COC(C)(C)C3 | 33 | nt
CC(C)C(c1nnnn1Cc1ccccc1)N1CCC(C(N)=O)CC1 (centres undefined) | -2 | -7
CN1CCN(c2nc3c(c(=O)[nH]c(=O)n3C)n2CCCSc2ncccn2)CC1 | ? | -9
Cc1cc(C(C)(C)C)oc1C(=O)N1CCN(C(=O)c2oc(C(C)(C)C)cc2C)CC1 | 5 | -11
Cc1ccc2c(CC(=O)OC(C)C(=O)NCc3ccc4c(c3)OCO4)coc2c1 (centres undefined) | -36 | -14
Cc1cc(Nc2ccccc2N2CCOCC2)n2ncnc2n1 | -13 | -2
O=C(CN1CCN(S(=O)(=O)c2ccc(Br)cc2)CC1)Nc1ccc(F)cc1 | 9 | -8
CCC(C)[C@H](N)c1nnc(SCc2cccc(F)c2)o1 (some centres undefined) | 10 | -11
N#Cc1c(NC(=O)c2ccccc2)sc2c1CCC2 | 5 | nt
COc1cc(NC(=O)c2cc3sccc3n2C)cc(OC)c1 | 3 | -9
Cc1ccccc1NC(=O)CSc1nc(N2CCCCC2)nc(N2CCCCC2)n1 | 2 | nt
COc1cc2c(cc1OC)C(c1cc3cc4c(cc3[nH]c1=O)OCO4)N(C(=O)C(C)C)CC2 (centres undefined) | 10 | nt
CCn1c(NC(=O)c2cccs2)nc2ccccc21 | -9 | -48
COc1cccc(CNC2CN3CCC2CC3)c1OC (centres undefined) | 10 | -2
Cc1ccc(F)c([C@H]2[C@@H]3C=CCC[C@@]3(C)C(=O)N2Cc2ccccc2)c1 | -8 | nt
Cc1oc2c(C)c(O)ccc2c(=O)c1-c1ccc2ccccc2n1 | -13 | nt
CC(OC(=O)c1cccs1)C(=O)NCc1cccs1 (centres undefined) | -16 | 0
CCCC(=O)C1C(=O)NC(=O)NC1=O | 5 | -12
COc1ccccc1CNC(=O)CSc1nc2nc(C)cc(C)n2n1 | -15 | -5
CCn1nnnc1SCCSc1nnnn1CC | -12 | -20
Cc1nn(Cc2ccccc2)c(C)c1NC(=O)Cn1nc([N+](=O)[O-])c(Cl)c1C | 11 | nt
CC1(C)CC(=O)C2=C(C1)N(Cc1cccnc1)C(=O)C2(NC(=O)c1cccnc1)C(F)(F)F (centres undefined) | -4 | nt
O=C(C[n+]1ccc(C(=O)N/N=C/c2ccc(Cl)cc2Cl)cc1)c1ccccc1 | 4 | nt
CSc1nc2ccc(NS(=O)(=O)c3ccc4c(c3)OCCO4)cc2s1 | 12 | -21
Cc1ncsc1CCSc1n[nH]c(=O)n1-c1ccccc1 | 6 | -27
CCOC(=O)c1[nH]nc2c1C(=O)N(Cc1ccccc1)C2=O | -2 | -24
NC(=O)[C@@H]1CC2(CC(c3cccc(NC(=O)CC(c4ccccc4)c4ccccc4)c3)=NO2)CN1C(=O)c1ccc(Cl)cc1 (some centres undefined) | -1 | nt
O=C(Cn1nnc(-c2ccccc2)n1)c1ccccc1 | -12 | -19
CCCC(C(=O)NCc1ccco1)N(C(=O)CNS(=O)(=O)c1ccc(Cl)cc1)C1CCCC1 (centres undefined) | 4 | 11
C/C=C(\C)C(=O)N1CC2(CC(c3cccc(NC(=O)CCCCC)c3)=NO2)C[C@@H]1C(N)=O (some centres undefined) | -6 | nt
c1cncc(-c2nc(-c3ccco3)cs2)c1 | -12 | -10
N#CCSCC(=O)Nc1ccc(Cl)cc1 | 3 | nt
CCCCn1c(=O)n(CC(=O)Nc2ccc(C)c(Cl)c2)c(=O)c2c1ncn2Cc1ccco1 | -7 | 5
Nc1c(C(=O)NC2CCCC2)c2nc3ccccc3nc2n1CC1CCCO1 (centres undefined) | nt | -20

Structural class, the entries above containing a Cl atom.
SMILES | RmlC RmlD mix | HIV RNase H inh
Cc1nn(Cc2ccccc2)c(C)c1NC(=O)Cn1nc([N+](=O)[O-])c(Cl)c1C | 11 | nt
O=C(C[n+]1ccc(C(=O)N/N=C/c2ccc(Cl)cc2Cl)cc1)c1ccccc1 | 4 | nt
NC(=O)[C@@H]1CC2(CC(c3cccc(NC(=O)CC(c4ccccc4)c4ccccc4)c3)=NO2)CN1C(=O)c1ccc(Cl)cc1 (some centres undefined) | -1 | nt
CCCC(C(=O)NCc1ccco1)N(C(=O)CNS(=O)(=O)c1ccc(Cl)cc1)C1CCCC1 (centres undefined) | 4 | 11
N#CCSCC(=O)Nc1ccc(Cl)cc1 | 3 | nt
CCCCn1c(=O)n(CC(=O)Nc2ccc(C)c(Cl)c2)c(=O)c2c1ncn2Cc1ccco1 | -7 | 5

(list continues)
SMILES | RmlC RmlD mix | HIV RNase H inh
Cc1oc(-c2cccs2)nc1CS(=O)CC(=O)NCCCN1CC(C)CC(C)C1 (centres undefined) | -11 | -5
CC1(C)CC(=O)c2c(noc2-c2ccccc2)C1 | -1 | -11
COc1ccc(C)cc1NC(=O)c1cc2c(C)nc3ccccc3c2o1 | nt | 24
COCCCNC(=O)c1cc2c(s1)CS(=O)(=O)C2 | -15 | -4
CCOC(=O)c1c(C)nc2sc(C(=O)Nc3ccc(C(C)=O)cc3)c(N)c2c1-c1ccc(OC)cc1 | -88 | nt
Cc1cc(NC(=O)c2cnccn2)no1 | 1 | 2
COCCNC(=O)c1ccc(NC(C)=O)cc1 | -18 | nt
COc1ccc(C2CC(c3ccco3)n3ncnc3N2)cc1 (centres undefined) | 7 | -8
O=c1[nH]cnc2c1ncn2[C@H]1CC[C@@H](CO)O1 | -18 | nt
Cc1cc(C)c2c(-n3cccc3)n[nH]c2n1 | -9 | nt
O=C(CCCCn1c(=O)[nH]c2ccsc2c1=O)NCC1CCCO1 (centres undefined) | -10 | -3
Cc1noc(C)c1C(=O)NC(C)C1CCCO1 (centres undefined) | 11 | -2

Complete entries as entered above.
COc1ccc(C)cc1NC(=O)c1cc2c(C)nc3ccccc3c2o1 across the screens: RmlC RmlD mix = nt; HIV RNase H inh = 24
CC1(C)CC(=O)c2c(noc2-c2ccccc2)C1 across the screens: RmlC RmlD mix = -1; HIV RNase H inh = -11
Cc1noc(C)c1C(=O)NC(C)C1CCCO1 (centres undefined) across the screens: RmlC RmlD mix = 11; HIV RNase H inh = -2

Reformatted field by field: part of the list above.
smiles: O=C(c1ccc(Br)cc1)C1CCc2occc2C1=O (centres undefined)
  RmlC RmlD mix: -10 | HIV RNase H inh: 2
smiles: CCOC(=O)N1CCC(N2CCN(S(=O)(=O)CC)CC2)CC1
  RmlC RmlD mix: nt | HIV RNase H inh: -1
smiles: Cc1cccc(Cn2cnc3c(nnn3Cc3ccccc3F)c2=O)c1
  RmlC RmlD mix: -38 | HIV RNase H inh: -83

(list continues)
SMILES | RmlC RmlD mix | HIV RNase H inh
CCOC(=O)C1=C(CSc2nc(-c3ccncc3)ccc2C#N)OC(N)=C(C#N)C1c1cccnc1 (centres undefined) | -12 | 25
CNC(=O)n1ccc(C(=O)N2CCCCC2)n1 | 1 | -2
Cc1onc(-c2ccccc2Cl)c1C(=O)Nc1cc(=O)n(C)c(=O)n1C | 16 | -1
O=C(CSCc1ccc(Cl)cc1)c1ccco1 | -12 | 1
CCN(C(=O)c1cn(C)c(=O)c2cc(OC)c(OC)cc12)c1ccccc1C | 4 | -2
O=C(Cn1cnc2c(cnn2-c2ccccc2)c1=O)NC1CCCC1 | -9 | -8
COc1ccc(Cn2nnnc2CN(Cc2cc3cccc(C)c3[nH]c2=O)C2CCCC2)cc1 | -5 | 3
CC(Sc1n[nH]c(N)n1)c1nc2scc(-c3cccs3)c2c(=O)[nH]1 (centres undefined) | -4 | nt
O=C(c1ccc(=O)[nH]c1)N(Cc1ccco1)C1(C(=O)NC2CCCC2)CCCCC1 | nt | -3
CCOc1ccc(NC(C)c2cc(Cl)ccc2O)cc1 (centres undefined) | 4 | 25
CCOC(=O)c1[nH]c2ccc(OC)cc2c1NC(=O)CCN1CCN(Cc2ccccc2)CC1 | nt | 2
COCC(=O)Nc1nnc(Cc2ccc(OC)c(OC)c2)s1 | 11 | -5
CC(OC(=O)c1cccs1)C(=O)NCc1ccc2c(c1)OCO2 (centres undefined) | 1 | 1
O=C(CCN1C(=O)C2C3C=CC(C3)C2C1=O)Nc1c(F)cc(F)cc1Br (centres undefined) | 7 | -4
CCn1c(SCC(=O)Nc2cccc(C)c2)nc2c(c1=O)SC(C)C2 (centres undefined) | -7 | -36
CCN(CC)S(=O)(=O)c1ccc2c3c(cccc13)C(=O)S2 | -7 | nt
CCCCN1C(=O)c2ccc(C(=O)Nc3cccnc3)cc2C1=O | -17 | 3
N#Cc1c(SCC(=O)Nc2nccs2)nc2c(c1-c1ccco1)CCCC2 | -14 | 82*
Cc1nc2ccccc2n1CC(=O)N/N=C\C=C\c1ccccc1 | 9 | nt
CCOC(=O)c1c(C)[nH]c(C(=O)CN2CC(C)OC(C)C2)c1C (centres undefined) | 2 | -8
C=CCn1c(C(C)NC(=O)CC)nc2ccccc21 (centres undefined) | 9 | -9
S=c1[nH]nc2c3c4c(sc3ncn12)CCCC4 | 13 | nt
COc1ccc(NC(=O)CN2C(=O)CC(C)(C)S(=O)(=O)c3ccccc32)cc1 | 9 | -8
Cc1cccc(C)c1NC(=O)C(=O)NCc1ccccn1 | 3 | nt
CC1(C)Oc2ccc(C(=O)N3CCCCC3)cc2N(CC(=O)NCc2ccccc2)C1=O | 3 | -8
CCOC(=O)N1CCN(C(=O)c2cccc(OC)c2OC)CC1 | -7 | -9
CC(=O)c1cccc(N2C(=NC(=O)C(C)C)SC3CS(=O)(=O)CC32)c1 (centres undefined) | 7 | -6
Cc1ccc(-n2nnnc2SCC(N)=O)c(C)c1 | 10 | -44
COc1cccc(C2C(C(=O)c3cc4ccccc4o3)=C(O)C(=O)N2CCN(C)C)c1OC (centres undefined) | 8 | 3
CCSc1nc2c(cnn2-c2ccc(C)cc2)c(=O)[nH]1 | -1 | -22
O=C(CCNS(=O)(=O)c1ccc2c(c1)CCC(=O)N2)Nc1ccc2c(c1)OCCO2 | 7 | -8
CCSc1nnc(NC(=O)CSc2nccn2-c2cccc(C)c2C)s1 | -14 | -26
COC(=O)c1sc(NC(=O)C2CCCCC2C(=O)O)c(C(=O)OC)c1C (centres undefined) | 7 | 6
COc1ccc(OC)c(C(=O)c2ccc(C(=O)O)cc2)c1 | 7 | 2
C#CCOCCOCCOCCNc1nc(N2CCN(C(=O)[C@H](C(C)C)n3cc(CCO)nn3)CC2)nc(N2CCN(C(=O)[C@H]([C@@H](C)CC)n3cc(CCCN=C(N)N)nn3)CC2)n1 | 10 | nt
CCn1c(C)csc1=NC(=O)c1ccccc1O | -5 | -10
Cc1cccc(N2CCN(S(=O)(=O)c3ccc4c(c3)c(=O)n(C)c(=O)n4C)CC2C)c1 (centres undefined) | nt | 11
Nc1nc(CSc2nc3ccccc3[nH]2)nc(N2CCOCC2)n1 | 22 | 2
Cc1nc(-c2ccccc2)sc1C1(C)CC(c2ccccc2F)=NO1 (centres undefined) | 9 | nt
COc1ccc(CNCCCO)cc1OC | -2 | nt
O=C(COC(=O)c1n[nH]c2ccccc12)NC(=O)NCc1ccco1 | 29 | 6
Cc1cccc(NS(=O)(=O)c2cccs2)n1 | -4 | -14
COCCOc1cc(Nc2nnc(C(F)(F)F)s2)c(Cl)cc1Cl | 1 | nt
CCCCOC(=O)Cn1c(=N)n(CCC)c2ccccc21 | -3 | -13
C#CC(C)(CC)NC(=O)c1cc(OC)c(OC)c(OC)c1 (centres undefined) | nt | -1
COc1ccccc1C(=O)Nc1nc(-c2ccc(S(=O)(=O)N3CCOCC3)cc2)cs1 | 5 | nt
O=C1c2cccc3cc(Br)cc(c23)C(=O)N1Nc1ccccc1 | 3 | nt
CSc1nc(NCc2ccccc2)c2c3c(sc2n1)CN(C)CC3 | 0 | nt
Cc1cc(S(=O)(=O)N(Cc2ccc(C(C)C)cc2)CC2CCCO2)ccc1-n1cnnn1 (centres undefined) | 8 | nt
Cc1ccc(O)c(NC(=O)c2cccc(NC(=O)c3ccco3)c2)c1 | -6 | -2

Screens deposited in PubChem by several laboratories.
